# PI4K2A inh = blocks human PI4K2A kinase activity; Q9BTU6; purified PI4K2A, ADP-Glo luminescence, 1 h; hits give low values; activity change, negative = inhibition, % at 76.9 µM; actives 0.13% (n = 420,000); AID 1346378; in the data active means activity change below about -50%; inconclusive means mostly about -30% to -49%;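 further: -100% = wells without enzyme as full effect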
#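 PI4K2A activity was measured by ADP-Glo luminescence: enzyme (4 ug/mL stock) and phosphatidylinositol (1.2 mM stock) in Tris pH 7.5/MgCl2/EGTA/Triton X-100 buffer were reacted with ATP (300 microM stock) for one hour at ambient temperature.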
# Pin1 inh = inhibitors of human Pin1. AID 504891. Potency, µM (doses to about 115 µM), without a hit: at the top dose activity, negative = inhibition, actives largely listed as inhibitors. Pin1 FP peptide displacement, HiFluor488, 10 min. actives 0.009% (n = 390,000); active means well fitted inhibition curve with a large enough effect in the polarisation, with a control signal flat, not every such curve was filed as active; inconclusive means small, poorly fitted or top-dose-only effect, or effect the other way, or a change in a side signal; inactive means no such curve, though single readings can be large or run the other way; the % refers to the polarisation; further: potency means the concentration at half of the fitted maximal effect; on the % scale 0 is the no-effect control and ±100 the full control effect
# BAZ2B inh = BAZ2B (human) inhibition. actives 4.4% (n = 360,000). AID 504333. Potency, µM (doses to about 114 µM), inactives show at the highest dose activity change, negative = inhibition, most hits filed as inhibitors. Q9UIF8. AlphaScreen BAZ2B-H3K14Ac peptide displacement; further: potency means the concentration at half of the fitted maximal effect; on the % scale 0 is the no-effect control and ±100 the full control effect; nearly all actives have a fitted effect of over 60% in size
#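 Protein-peptide AlphaScreen: BAZ2B 50 nM, b-H3K14Ac 50 nM, 1x PBS pH 7.4 + 0.01% Tween-20. Preincubation 30 min RT; cpd 30 min RT (top 110 uM); beads 20 min RT, light-protected.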
# G9a block = inhibitors of human histone lysine methyltransferase G9a; AID 504332; G9a H3K9 monomethylation, AlphaScreen, 2 h; actives 8.8% (n = 350,000); Q96KQ7; Potency, µM (top dose mostly 102 µM), for inactives: at the top dose activity, negative = inhibition, most hits filed as inhibitors; further: potency means the concentration at half of the fitted maximal effect; on the % scale 0 is the no-effect control and ±100 the full control effect; nearly all actives have a fitted effect of over 75% in size
#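 Enzyme 20 nM + cpd, 15 min RT; add b-H3K9 pep 500 nM / SAM 20 uM; 2 h RT; anti-H3K9me1 Ab 0.5 ug/mL + SA donor / anti-rabbit acceptor beads 20 ug/mL each, 10 min; AlphaScreen read.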
# JMJD2A Tudor inh = blocks the human JMJD2A Tudor domain. O75164. AlphaScreen JMJD2A-Tudor / H3K4me3 peptide binding. Potency, µM (titrated, usually from 114 µM), for inactives: at the highest dose activity change, negative = inhibition, actives largely listed as inhibitors. actives 4.4% (n = 390,000). AID 504339; further: potency means the concentration at half of the fitted maximal effect; on the % scale 0 is the no-effect control and ±100 the full control effect; nearly all actives have a fitted effect of over 50% in size
# ERG-DNA inh = inhibitors of human ERG Ets domain-DNA interaction; fluorescence polarization, His-ERG Ets domain / labelled DNA; Potency, µM (highest dose often 76.9 µM), for the others: at the highest dose FP activity, negative = inhibition, usual class: inhibitors; actives 0.028% (n = 370,000); active means well fitted inhibition curve with a large enough effect in the polarisation, with a control signal flat; inconclusive means small, poorly fitted or top-dose-only effect, or effect the other way, or a change in a side signal; inactive means no such curve, though single readings can be large or run the other way; the % refers to the polarisation;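 further: polarization taken with two DNA probes labelled with fluorescein and Texas red; potency means the concentration at half of the fitted maximal effect; % of control where 0% means no effect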
#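 His-tagged ERG Ets domain (1 uM in the protein solution; 300mM KCl, 50mM Tris-HCl, 1mM EDTA, 1mM DTT, pH 7.5) received compound, then a probe mix of 5 nM fluorescein-DNA and 100nM Texas-615-DNA. Fluorescence polarization was read for both dyes.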
# GLS inhibitor = inhibitors of human glutaminase (GLS) | O94925 | actives 0.21% (n = 410,000) | Potency, µM (top dose mostly 45.5 µM), for the others: at the top dose activity change, negative = inhibition, actives largely listed as inhibitors | GLS enzymatic activity, qHTS titration; further: potency means the concentration at half of the fitted maximal effect; on the % scale 0 is the no-effect control and ±100 the full control effect
# Target sequence (O94925 whole entry, looked up): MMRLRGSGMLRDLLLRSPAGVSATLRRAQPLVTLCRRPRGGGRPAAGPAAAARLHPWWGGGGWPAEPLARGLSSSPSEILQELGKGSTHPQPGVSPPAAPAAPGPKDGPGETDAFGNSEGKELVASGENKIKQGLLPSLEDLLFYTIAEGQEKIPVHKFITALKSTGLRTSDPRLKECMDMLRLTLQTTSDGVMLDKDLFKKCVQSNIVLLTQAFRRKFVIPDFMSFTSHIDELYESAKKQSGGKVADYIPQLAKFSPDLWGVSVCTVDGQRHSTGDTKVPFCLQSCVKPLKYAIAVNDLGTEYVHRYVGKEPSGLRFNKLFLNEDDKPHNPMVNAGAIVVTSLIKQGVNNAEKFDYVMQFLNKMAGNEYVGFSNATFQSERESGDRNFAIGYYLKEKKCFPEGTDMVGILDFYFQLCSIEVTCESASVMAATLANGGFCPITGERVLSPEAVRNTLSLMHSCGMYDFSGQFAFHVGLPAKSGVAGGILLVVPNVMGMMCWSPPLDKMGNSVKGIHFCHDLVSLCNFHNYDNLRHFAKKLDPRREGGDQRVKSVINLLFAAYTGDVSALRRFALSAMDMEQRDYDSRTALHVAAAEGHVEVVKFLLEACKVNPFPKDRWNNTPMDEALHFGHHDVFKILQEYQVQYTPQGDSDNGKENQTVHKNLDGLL
#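 Compounds were pin-transferred onto hKGA, after which L-glutamine (1 mM solution) and a detection mix of glutamate oxidase, HRP and Amplex Red were added. Initial and 30 min RT fluorescence reads were collected.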
# HP1b binding inh = HP1-beta chromodomain-methylated histone interaction inhibition; Potency, µM (doses to about 114 µM), inactives show at the top dose activity change, negative = inhibition, usual class: inhibitors; AlphaScreen HP1-beta / biotin-H3K9me3 peptide binding; P83916; actives 0.56% (n = 390,000); further: potency means the concentration at half of the fitted maximal effect; nearly all actives have a fitted effect of over 70% in size; inactives centre near 23
#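 AlphaScreen: HP1-beta (50 nM) preformed 30 min with biotin-H3(1-18)K9me3 peptide (50 nM) in PBS pH 7.4, 0.01% Tween-20. Compound added for 30 min at RT, then streptavidin donor/nickel chelate acceptor beads (10 ug/mL) for 30 min.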
# PGK inhibitor = blocks T. brucei phosphoglycerate kinase. Potency, µM (doses to about 57.5 µM), inactives show at the top dose activity change, negative = inhibition, actives largely listed as inhibitors. actives 0.043% (n = 380,000). P07378. PGK/GAPDH coupled, Kinase-Glo luminescence, 60 min; further: potency means the concentration at half of the fitted maximal effect; on the % scale 0 is the no-effect control and ±100 the full control effect; nearly all actives have a fitted effect of over 60% in size
# Target sequence (P07378 whole entry, looked up): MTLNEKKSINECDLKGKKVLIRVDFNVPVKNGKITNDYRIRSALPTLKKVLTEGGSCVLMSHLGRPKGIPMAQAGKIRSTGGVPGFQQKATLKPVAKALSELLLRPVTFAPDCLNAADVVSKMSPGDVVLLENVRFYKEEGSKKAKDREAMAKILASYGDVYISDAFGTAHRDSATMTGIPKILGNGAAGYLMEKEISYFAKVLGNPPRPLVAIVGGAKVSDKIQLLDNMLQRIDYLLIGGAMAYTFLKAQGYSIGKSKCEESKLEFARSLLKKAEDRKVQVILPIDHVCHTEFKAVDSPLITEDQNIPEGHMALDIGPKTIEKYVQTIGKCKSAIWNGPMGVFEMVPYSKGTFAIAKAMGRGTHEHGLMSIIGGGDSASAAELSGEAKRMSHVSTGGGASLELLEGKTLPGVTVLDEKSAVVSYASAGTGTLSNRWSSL
#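 Luminescent ATP detection (Kinase-Glo Plus) follows a 60-minute room-temperature incubation, with wells lacking PGK as controls. Buffer: 100 mM TEA (pH 7.6), 5 mM MgCl2, 0.01% Tween-20. Coupling enzyme GAPDH (100 nM final) supplies unstable 1,3-BPG in-well.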
# The depositor's hits bear a star; i = inactive; ? = inconclusive; . = not tested or not shown; & = joins results of further samples; [ ] = remark or other dose. Unless noted, the call rests on the fitted dose curve; in most records, active means well fitted curve in the direction sought with a large enough effect; inconclusive means small, poorly fitted or top-dose-only effect, or another doubt; inactive means no such curve, though single readings can be large; an effect the other way counts as inactive or inconclusive.
PI4K2A inh,Pin1 inh,BAZ2B inh,G9a block,JMJD2A Tudor inh,ERG-DNA inh,GLS inhibitor,HP1b binding inh,PGK inhibitor,mol
-1,7%,9%,9%[59 µM],-3%,.,0%,11%,-4%,CCn1c(SCc2ccc(OC)cc2)nnc1-c1ccncc1
1,10%,-14%,?,-8%,-21%,14µM*,19%,4%,CCOc1ccc(-c2nc3c(C#N)c[nH]n3c2NC2CCCC2)cc1
1,-2%,2%,-12%[59 µM],-1%,-6%,-1%,44%[activator],-2%,Fc1cccc2sc(N3CCOCC3)nc12
-6,-7%,0%,?,-16%,2%,7%,21%,-11%,O=C(NCC1CCCO1)c1ccc([N+](=O)[O-])s1 (stereo not drawn)
15,-14%,35µM*,?,3.2µM*,-1%,33%[activator],14µM*,i,O=C(CNCC1CCCO1)Nc1ccc(N2CCCCCC2)cc1 (stereo not drawn)
-5,?,?,50µM*,-24%,-15%,2%,6%,-1%,O=C(CC(c1ccccc1)c1ccco1)Nc1nccs1 (stereo not drawn)
-6,9%,-17%,21%,-16%,-1%,8%,-29%,-7%,Cc1csc(NC(=O)c2ccc3nc[nH]c3c2)n1
6,3%&0%,-30%,12%[59 µM],-31%&-31%,1%,-7%,-4%&0%,-1%,O=C1CCN(CCc2ccccc2)CCN1CCSc1ccc(Br)cc1
1,-4%,7%,20%,50µM*,-4%,-7%,14%,6%,O=C(NC1CCCC1)C(c1cccnc1)N(C(=O)c1csnn1)c1ccccc1Cl (stereo not drawn)
1,-1%,1%,-23%[59 µM],3%,-3%,0%,35%,-4%,CCOC(=O)c1c(Nc2ccc(O)cc2)nnc(-c2ccccc2)c1-c1ccccc1
2,?,8%,-23%[59 µM],-16%,0%,-4%,22%[57 µM],2%,CC(=O)Nc1c(C)nn(-c2ccccc2)c1N1CCC(C(=O)NCc2cccc(F)c2)CC1
-3,-4%,-16%,-8%[59 µM],-15%,9%,-13%,30%,0%,CC(NC(=O)Nc1ccccc1C(F)(F)F)c1c(-n2cccc2)sc2c1CCCC2 (stereo not drawn)
-1,10%,-13%,?,-35%,12%,-6%,5%,11%,COc1ccc(-c2csc(NC(=O)CS(=O)(=O)c3ccc(F)cc3)n2)cc1OC
6,-7%,2%,20%[12.7 µM],-5%,25%,3%,29%,-3%,N#Cc1cccc(NS(=O)(=O)c2ccc(S(=O)(=O)N3CCOCC3)cc2)c1
14,-5%,3%,?,-5%,23%,-10%,29%,i,COc1ccc(NC(=O)COC(=O)c2cc(=O)c3ccccc3o2)cc1OC
-1,0%,9%,13µM*,-9%,-10%,9%,-7%,.,CCOC(=O)Nc1sc(=S)n(C)c1C
3,-4%,-6%,.,9%,5%,9%,45%[activator],-1%,O=C(CN1CCN(S(=O)(=O)c2ccc(Br)cc2)CC1)N/N=C/c1ccncc1
2,-3%,.,.,6%,8%[15.4 µM],65%[activator],44%[activator],3%,Cc1ccccc1NC(=O)c1cccc(NC(=O)c2ccccc2C(=O)O)c1
3,7%,-31%,-10%,-7%,-8%,2%,24%,0%,O=C(Nc1nccs1)c1ccc(-c2ccc(F)cc2)o1
1,6%,3%,6%,-9%,-3%,-1%,63%[activator],8%,O=C(CCNC(=O)C1CCN(S(=O)(=O)c2ccc(F)cc2)CC1)NCc1cccnc1
3,5%,-12%,-30%[59 µM],-9%,1%,5%,28%,-2%,O=C(COC(=O)C1(c2ccc(F)cc2)CCCC1)NC1CC1
-1,0%,71%[activator],17%[59 µM],-16%,2%,-11%,15%,-8%,CCn1ncc(C2=NOC(C(=O)N3CCC(C(N)=O)CC3)C2)c1C (stereo not drawn)
-12,?,9%,12%[59 µM],28%,0%,-3%,14%,1%,CC(=NC1CC1)C1=C(O)c2ccccc2C1=O
-4,-1%,8%,-9%[2.33 µM],-11%,-18%,10%,20%,-3%,O=C1NC(=O)C(CC(=O)N(c2ccccc2)C2(C(=O)NC3CCCC3)CCCCC2)N1 (stereo not drawn)
2,?,4%,-9%,-5%,-3%,-5%,4%,i,Cc1ccc(Cn2c(=N)c(C(=O)NCC3CCCO3)cc3c(=O)n4ccccc4nc32)cc1 (stereo not drawn)
-2,0%,0%,1%,-8%,-5%,-18%,22%,i,CSCCC(NS(=O)(=O)c1ccccc1F)C(=O)NCc1ccncc1 (stereo not drawn)
-1,-2%,-4%,14%[0.501 µM],7%,10%,?,21%,-1%,CC(=O)N(CC(=O)Nc1sc(C)c(C)c1C(N)=O)Cc1ccccc1
3,-17%,4%,?,-25%,-7%,?,-1%,-3%,COc1ccc2[nH]c(=O)c(CNc3ccc(C)c(C)c3)cc2c1
-2,-1%,-1%,3%,-24%,4%,0%,10%,-9%,CC(C)(C)NC(=O)/C(=C\C=C\c1ccccc1)NC(=O)c1ccc([N+](=O)[O-])cc1
-1,-2%,64%[activator],?,-4%,7%,9%,33%,0%,OCC1(C2=NOC(O)(C(F)(F)F)C2)CCCCC1 (stereo not drawn)
-1,-2%,-3%,-4%[59 µM],-19%,-2%,1%,13%,-6%,COc1ccc(-c2noc(-c3ccc(NCC4CCCO4)c([N+](=O)[O-])c3)n2)cc1 (stereo not drawn)
9,0%,?,-11%[59 µM],-24%,1%,5%,14%,0%,COCCn1c(-c2ccccc2)cnc1N
9,-3%,.,.,-17%,-5%,-11%,-18%,0%,Cn1c(N)c(C(=O)COC(=O)CNC(=O)c2ccc(Cl)cc2Cl)c(=O)n(C)c1=O
4,24%,.,.,?,4%,0%,10%,-4%,C[C@@H]1CN([C@@H](C)CO)C(=O)c2cccc(NS(C)(=O)=O)c2O[C@H]1CN(C)Cc1ccc(Oc2ccccc2)cc1
-2,-6%,.,.,-6%,-7%,-13%,5%,i,O=[N+]([O-])c1ccccc1C(O)Cc1ccccn1 (stereo not drawn)
-1,-1%,1%,-6%[59 µM],1%,-11%,1%,40%[activator],1%,C=CCSc1nnc(Cn2c(=O)sc3ccccc32)n1C
-4,-14%,-14%,?,-17%,8%,4%,-11%,-2%,COc1ccc(C(C)(C)C)cc1S(=O)(=O)n1ccnc1C
-7,2%,9%,.,-16%,4%,-4%,15%,-6%,CCC(=O)c1cn(CC(=O)Nc2ccccc2F)c2ccccc12
1,3%,.,.,-23%,-18%,8%,3%,-1%,O=C(CN1C(=O)NC2(CCCc3ccccc32)C1=O)c1ccccc1F (stereo not drawn)
-8,2%,-21%,-8%,-12%,2%,0%,43%[activator],-3%,COc1cccc(-c2noc(C3CCCN(C(=O)CC(C)(C)C)C3)n2)c1 (stereo not drawn)
0,-3%,25%,?,-12%,-5%,-1%,30%,5%,CCCCc1nc2sc3c(c2c(=O)n1NC(=O)c1ccco1)CC(C)(C)OC3
-3,4%,.,.,-23%,-2%,1%,3%,5%,N#CC(=C(O)CN1CCN(c2ccccc2F)CC1)c1nc(-c2ccccc2)cs1
-10,-1%,-39%,2%,3%,3%,-22%,22%,0%,Cc1nn(CC2CC2)c(=O)n1-c1ccccc1
-5,-1%,-15%,27%[59 µM],-15%,12%,3%,21%,-1%,Cc1csc(NC(=O)CSc2nc(=O)[nH]c3c2CCCC3)n1
0,0%,1%,-17%[59 µM],-14%,-9%,-6%,3%,i,O=C(Nc1ccc(F)cc1F)C(Cc1ccccc1)N1Cc2ccccc2C1=O (stereo not drawn)

# Gathered by group, the entries above containing a cyano group.
PI4K2A inh,Pin1 inh,BAZ2B inh,G9a block,JMJD2A Tudor inh,ERG-DNA inh,GLS inhibitor,HP1b binding inh,PGK inhibitor,mol
1,10%,-14%,?,-8%,-21%,14µM*,19%,4%,CCOc1ccc(-c2nc3c(C#N)c[nH]n3c2NC2CCCC2)cc1
6,-7%,2%,20%[12.7 µM],-5%,25%,3%,29%,-3%,N#Cc1cccc(NS(=O)(=O)c2ccc(S(=O)(=O)N3CCOCC3)cc2)c1
-3,4%,.,.,-23%,-2%,1%,3%,5%,N#CC(=C(O)CN1CCN(c2ccccc2F)CC1)c1nc(-c2ccccc2)cs1

# As entered above.
# Under Pin1 inh, `CC(C)(C)NC(=O)/C(=C\C=C\c1ccccc1)NC(=O)c1ccc([N+](=O)[O-])cc1` has -1%
# Under GLS inhibitor, `O=C(CN1C(=O)NC2(CCCc3ccccc32)C1=O)c1ccccc1F` (stereo not drawn) has 8%

# An excerpt of these results, with values under each structure:
# Each structure is followed by: PI4K2A inh, Pin1 inh, BAZ2B inh, G9a block, JMJD2A Tudor inh, ERG-DNA inh, GLS inhibitor, HP1b binding inh, PGK inhibitor
- CCCCc1nc2sc3c(c2c(=O)n1NC(=O)c1ccco1)CC(C)(C)OC3
→ 0, -3%, 25%, ?, -12%, -5%, -1%, 30%, 5%
- N#CC(=C(O)CN1CCN(c2ccccc2F)CC1)c1nc(-c2ccccc2)cs1
→ -3, 4%, ., ., -23%, -2%, 1%, 3%, 5%
- Cc1nn(CC2CC2)c(=O)n1-c1ccccc1
→ -10, -1%, -39%, 2%, 3%, 3%, -22%, 22%, 0%
- Cc1csc(NC(=O)CSc2nc(=O)[nH]c3c2CCCC3)n1
→ -5, -1%, -15%, 27%[59 µM], -15%, 12%, 3%, 21%, -1%
